Screens: PubChem, several laboratories
m5-HT2A agonist = mouse Htr2a agonists via beta-arrestin recruitment, primary screen, cell-based, luminescence; actives 0.66% (n = 360,000); 5-hydroxytryptamine receptor 2A (Mus musculus), P35363; CHO-K1 mHTR2A beta-arrestin complementation; percent of 30 µM serotonin response; activation, % at 7.6 µM;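 active = activation above a run cutoff, the mean activation of all tested compounds plus 3 SD, cut at about 14% in these data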;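 also: 0% = plate median of compound wells and 100% = 30 µM serotonin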
Cardio protect = cardioprotection against H2O2-induced cell death, primary screen, uHTS, H9c2 cells, ATPLite luminescence. actives 0.63% (n = 360,000). H9c2 cardiomyocytes, H2O2 injury protection, 2 h. protection from H2O2 cell death, % at 20 µM. AID 588492, 2011;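 active = compounds giving at least 50% protection of heart cells from peroxide-induced death in the single-dose screen, raw or plate-pattern-corrected value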;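 also: 0% = DMSO wells with peroxide and 100% = DMSO wells without peroxide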
CaV13 ICDI inh = Disruptors of the CACNA1D IQ motif to Ca2+-dependent inactivation inhibitor domain association, primary screening, Förster resonance energy transfer in intact living … | HEK cells, CFP/YFP FRET ICDI-IQ, plate reader, 10 min; percent FRET-ratio fall versus neutral wells | inhibition, % at 12.3 µM | actives 0.098% (n = 340,000) | AID 743397;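 active = mean replicate inhibition of at least 30% and at least 1% of replicates passing that level; inconclusive = only one of the two criteria is met; inactive = neither criterion is met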;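 also: 0% = median of the neutral control wells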
hiPSC survival = enhancers of single-cell hiPSC survival, primary screen, ATPlite luminescence; 100% = ROCK inhibitor wells, 0% = DMSO; survival enhancement, % at 20 µM; actives 0.044% (n = 360,000); AID 602274, 2012; in the data active = survival enhancement above about 18%;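 also: cells exposed to compounds for 16 hours before the ATP read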
Vif imaging = HIV Vif self-association inhibitors, primary screen, imaging, HEK293T, single point; inhibition, % at 7.49 µM; actives 0.35% (n = 340,000); HEK293T cells, Vif self-association by quenched fluorescence, 24 h; AID 602346, 2012; in the data active = inhibition above about 50%, passing the limit was not always enough; inconclusive = no clear call, values can overlap the other calls; inactive = below about 31%; also: some results filed as inactive read as strong as hits
PDI inh = inhibitors of human PDI, primary screen, biochemical, turbidity, single point, plate reader; Protein disulfide-isomerase (Homo sapiens), P07237; PDI insulin aggregation turbidity, A650, 90 min; inhibition, % at 10 µM; actives 0.052% (n = 350,000);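 active = mean inhibition across replicates of 30% or more, whatever share of single replicates reach that level; inconclusive = mean inhibition below 30% while every single replicate reaches 30%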;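 also: absorbance from insulin aggregation driven by PDI reduction with DTT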
Granule exo inh = LAMP-1 surface exposure blockers, TALL-104 cells – cell-based, flow cytometry, MLPCN library, primary screen; actives 0.66% (n = 360,000); AID 651702, 2012; inhibition, % at 10 µM; TALL-104 LAMP-1 surface exposure; cells stimulated with thapsigargin and PMA;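 active = inhibition above about 55%, limit read from the data; inconclusive = no clear call, values can overlap the other calls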
ABCB6 inh MLPCN = ABCB6 transporter inhibitors, primary screen, K562-ABCB6 cells, flow cytometry, MLPCN library | K562-ABCB6 porphyrin accumulation, 1 h; active compounds read low | fluorescence ratio to DMSO, % at 10 µM | actives 0.19% (n = 360,000);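 active = fluorescence ratio to DMSO below 75%, the collection mean minus 3 SD; inconclusive = too few cells collected in the well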;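 also: signal is porphyrin accumulated inside mitochondria; 100% equals median channel fluorescence of DMSO control wells; lower ratio means ABCB6 inhibition with less porphyrin fluorescence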
Target sequence (Q9NP58 whole entry, looked up): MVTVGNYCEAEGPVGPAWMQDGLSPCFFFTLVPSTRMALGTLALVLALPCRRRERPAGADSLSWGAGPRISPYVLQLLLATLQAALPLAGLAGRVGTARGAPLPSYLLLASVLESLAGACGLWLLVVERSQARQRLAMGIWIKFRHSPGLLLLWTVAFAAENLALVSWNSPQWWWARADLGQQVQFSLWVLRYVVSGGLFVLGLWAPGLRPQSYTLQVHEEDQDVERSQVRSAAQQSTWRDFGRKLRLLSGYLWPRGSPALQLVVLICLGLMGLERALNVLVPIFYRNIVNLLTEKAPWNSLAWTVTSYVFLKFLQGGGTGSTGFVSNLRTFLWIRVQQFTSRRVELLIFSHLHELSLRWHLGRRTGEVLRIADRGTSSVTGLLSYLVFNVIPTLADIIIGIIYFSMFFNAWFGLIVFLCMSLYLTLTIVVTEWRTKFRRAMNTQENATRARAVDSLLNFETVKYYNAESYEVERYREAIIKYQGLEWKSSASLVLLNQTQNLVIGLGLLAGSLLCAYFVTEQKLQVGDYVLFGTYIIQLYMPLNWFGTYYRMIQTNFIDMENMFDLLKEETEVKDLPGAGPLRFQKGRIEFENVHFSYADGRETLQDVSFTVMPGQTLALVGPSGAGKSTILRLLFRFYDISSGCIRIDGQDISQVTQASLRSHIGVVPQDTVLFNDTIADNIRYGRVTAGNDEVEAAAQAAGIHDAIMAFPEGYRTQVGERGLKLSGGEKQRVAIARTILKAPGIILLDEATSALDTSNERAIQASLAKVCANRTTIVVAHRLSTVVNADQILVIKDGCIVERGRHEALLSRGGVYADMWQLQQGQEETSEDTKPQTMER
N-glyco inh = increase of ERlucT glycosylation luciferase signal, primary screen, N-linked glycosylation inhibitor project, D54 ERlucT cells, luminescence, set 2; D54 ERlucT glycosylation luciferase reporter, 24 h; percent of 100 nM tunicamycin response; reporter increase, % at 12.5 µM; actives 0.23% (n = 360,000);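 active = mean luciferase reporter signal, scaled so untreated is 0 and the glycosylation-blocking control 100, at or above a set limit in every replicate; inconclusive = mean reaches the limit but not every replicate does; inactive = mean below the limit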;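 also: luciferase carries N-glycosylation sites so blocking glycosylation raises the light; 0% = median of neutral control wells and 100% = median of 100 nM tunicamycin wells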
aDG glyco up = activators of alpha-DG glycosylation, primary screen, uHTS, Pro5-aDG cells, AlphaScreen. alpha-DG glycosylation AlphaScreen (IIH6); 0% Pro5, 100% B10-LARGE cell signal. actives 0.22% (n = 360,000). activation, % at 10 µM;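 active = activation of at least 8% versus controls, or a plate z-score of at least 8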;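 also: Pro5 are CHO cells carrying HIG-tagged alpha-DG that lacks glycosylation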
* marks the source's active call; other numbers are inactive results; ? = inconclusive; . = not tested or not shown.

SMILES,PDI inh,Cardio protect,m5-HT2A agonist,hiPSC survival,Granule exo inh,ABCB6 inh MLPCN,aDG glyco up,Vif imaging,N-glyco inh,CaV13 ICDI inh
CC(C)n1nc(C(=O)NCc2ccc3c(c2)OCO3)c2ccccc2c1=O,1,5,2,2.6,-1,94,0.0,-2,-1,3
CC(C)(C)NC(=O)CN(C(=O)CS(=O)CC(=O)Nc1ccc(F)cc1)c1cccc(F)c1 (stereo not given),7,-4,3,1.1,-1,100,-0.2,-7,3,-16
Cc1ccc(C(=O)N(CC(C)C)c2c(N)n(Cc3ccccc3)c(=O)[nH]c2=O)o1,-2,3,-2,0.2,-2,100,-0.2,14,2,-6
COC(=O)c1cc(=O)c2ccc(OC)cc2o1,-1,3,-4,1.4,-2,94,-0.2,-2,2,-4
Cc1ccc(Oc2nc3ccccc3n3c(C)nnc23)c(C)c1,-9,-13,6,-0.1,-1,91,0.2,3,1,-4
CCCCn1nnnc1C(c1ccccc1)N1CCN(c2cccc(C(F)(F)F)n2)CC1 (stereo not given),.,.,-3,-1.2,-6,91,-0.1,.,.,-5
c1ccc(N2CCCCC2)c(NC2=NCCC2)c1,-5,3,4,-1.5,0,102,0.0,2,0,-6
COC(=O)c1c(C)oc(C)c1S(=O)(=O)NCC1CC1,-3,0,2,0.3,3,103,-0.1,-1,0,8
COc1cc2c(cc1NC(=O)CN1CCN(S(=O)(=O)c3ccc(C)cc3)CC1)oc1ccccc12,-10,2,-5,-0.4,-2,95,1.8,.,1,.
Cc1cc(C)nc(CCNC(=O)c2cc(COc3c(F)cccc3F)on2)n1,-4,1,2,5.4,-1,92,-0.2,0,0,-4
CSc1ccccc1NC(=O)C1C2CCC(C2)C1C(=O)O (stereo not given),-2,0,-4,0.3,0,93,0.6,1,2,-5
O=C(Cn1c(NCCO)nc2ccccc21)Nc1ccc2c(c1)OCCCO2,1,2,-7,0.5,-3,99,-0.1,-2,1,-6
CCOC(=O)N1CCN(Cc2nc(-c3ccc(OC)cc3)no2)CC1,7,-1,4,-1.7,2,101,0.5,-3,1,-5
Cc1ccc(CN(C)C(=O)COC(=O)CSc2cc(C)c3ccccc3n2)cc1,4,-6,-1,-0.3,43,101,-0.1,18,2,-2
CN(C)c1nc(NCc2ccccc2)nc(N/N=C/c2cccc(Br)c2)n1,-8,-10,-10,0.5,-1,95,-0.3,-10,2,-8
CN(CC(=O)NCc1ccco1)S(=O)(=O)c1ccc(F)cc1,6,-1,-1,-0.3,9,92,-0.1,6,1,-7
COc1ccc(C(CNC(=O)c2ccc(S(=O)(=O)N3CCOCC3)cc2)N2CCCCC2)cc1 (stereo not given),1,7,-7,0.5,2,95,-0.2,.,-3,.
Cc1cc(C)cc(OCC(=O)N/N=C\c2cn(C)nc2C)c1,-25,4,4,-1.5,-2,95,-0.2,5,3,-5
COc1ccc(NC(=O)Cc2nnc(SCC(=O)NC3CCCC3)n2C)cc1,8,-8,7,0.2,2,98,-0.1,-2,0,-4
O=C1C(Cc2ccccc2)Nc2ncnc(N3CCCCC3)c2N1Cc1ccc(Cl)cc1 (stereo not given),-1,-1,0,0.1,2,85,0.0,-11,0,.
COc1ccc(N2CCC(CNC(=S)Nc3cc(C)cc(C)c3)C2)cc1 (stereo not given),1,-6,-3,0.1,10,102,0.0,-1,-2,6
FC(F)(F)c1ccc(NCc2ccccn2)nc1,1,-2,2,-0.1,-5,90,0.2,0,1,-2
CN(C)c1ccc(C(CNC(=O)c2ccco2)N2CCCC2)cc1 (stereo not given),2,-2,-3,-0.3,0,95,-0.2,23,0,-15
CS(=O)(=O)N(CC(=O)NCc1ccccc1)c1ccc(Cl)cc1,-12,-4,-3,-0.6,-6,94,0.0,-5,0,-10
CC1CCN(S(=O)(=O)c2ccc(Oc3ccc([N+](=O)[O-])cc3)cc2)CC1,5,-16,-2,-2.2,0,92,1.1,-13,-7,-5
CC(C)(C)c1cc2nc(N)nc(N)n2n1,16,4,3,0.0,-11,99,-0.1,-3,-1,-14
CCC1(C)Cc2ccccc2-c2nc(NCCO)n(-c3ccccc3)c(=O)c21 (stereo not given),-7,10,-2,4.6,-4,98,0.0,-18,10,-4
O=C(Nc1ccc(-c2nc3ccccc3[nH]2)cc1)c1ccco1,-13,-11,-1,-0.9,19,90,0.8,.,-13,.
O=C(Nc1cccc(-c2csc(Nc3cccc(C(F)(F)F)c3)n2)c1)c1ccccc1,-4,-13,0,2.3,75*,100,0.4,-3,3,-6
CC(C)C(=O)N1CCC1(C)C(=O)NS(=O)(=O)c1cccs1 (stereo not given),6,-3,-1,-3.2,-1,105,0.2,3,0,-4
O=C(CN1CCCCCC1)N1c2ccccc2C=Cc2ccccc21,11,1,-4,-2.5,-1,102,0.0,5,-1,-6
S=C1NCCNC(=S)NCCOCCOCCOCCN1,-2,-8,2,2.9,-2,90,-0.2,1,2,-3
COc1ccc(F)cc1-c1cc(C(=O)Nc2ccc(C)c(NS(C)(=O)=O)c2)[nH]n1,8,10,-6,-4.4,-1,105,-0.3,-14,3,-5
O=C(N/N=C/c1ccc([N+](=O)[O-])cc1)C(=O)N1CCCC1,4,12,3,0.0,-5,101,-0.6,?,2,-3
CCCc1cc(=O)[nH]c(SCCOc2ccc(Cl)cc2)n1,-5,-16,5,2.3,16,108,-0.2,4,1,-5
CCSC(=O)CCCCCCCCCCCO,-9,-8,2,-1.6,-1,95,0.1,-3,0,.
O=[N+]([O-])c1ccc(F)cc1Oc1nc(-c2cccnc2)nc2ccccc12,-9,0,-3,-0.7,0,109,2.4,2,-3,-2
CC(=O)Nc1ccccc1NC(=O)c1cc(C)ccc1C,0,3,-1,3.1,-2,105,-0.4,-2,0,-11
CCOC(=O)C1CCCN(C(=O)c2ccc3c(=O)n(CCOC)c(=S)[nH]c3c2)C1 (stereo not given),-15,2,4,-3.1,-2,90,1.4,-16,4,-9
COc1ccc(NC(=O)CC(c2ccc(F)cc2)c2ccc(OC)cc2)cc1 (stereo not given),9,1,0,1.7,-6,99,0.3,-1,-6,-6
CCc1c(C)sc(NC(=O)CCc2ccc(OC)cc2)c1C(N)=O,-4,-2,2,0.7,0,83,-0.2,3,0,.
COCCNC(=O)C(c1cccs1)N(C(=O)Cn1nnc2ccccc21)c1cccc(C)c1 (stereo not given),-10,17,-4,1.2,0,96,-0.3,19,1,.
O=C(CNC(=O)c1ccco1)OCc1ccc(Br)cc1,-10,2,4,-0.3,2,96,6.1,3,1,.
CCOC(=O)c1ccc(NC(=O)CN2C(=O)NC3(CCC(C)CC3)C2=O)cc1 (stereo not given),0,-3,-2,-0.4,-3,99,0.3,7,-1,-3
CC(=O)c1cccc(NC(=O)N2CCCC2C(=O)NCc2ccc(F)cc2)c1 (stereo not given),-6,7,1,-0.1,0,87,0.1,.,0,-5
O=C(CCCOc1ccc(Cl)cc1)NCCc1ccccc1,-3,3,2,-0.2,3,100,0.0,-3,0,-20
Cc1cccc(S(=O)(=O)NCC2CCCO2)c1 (stereo not given),8,1,5,-3.3,-1,100,0.2,.,0,.
O=C(Cn1c(=O)oc2cc(S(=O)(=O)N3CCCCC3)ccc21)N1CCc2ccccc21,1,-7,5,-1.2,-2,99,0.2,53*,1,-5
CCOC(=O)/C=C1\NC(=O)C(C)S1 (stereo not given),-3,5,2,0.4,3,102,-0.1,-1,4,-4
COc1cc(OC)cc(C(=O)NC(C(=O)Nc2ccc(N3CCOCC3)cc2)C(C)C)c1 (stereo not given),10,-9,-4,0.4,2,101,-0.1,13,2,-7
COc1ccc(CNC(=O)c2ccc3nc(C)c(N(C)Cc4ccc(NC(C)=O)cc4)n3c2)cc1,7,-6,-3,-1.2,1,97,-0.3,-6,2,-5
CN(Cc1ccccc1)C(=O)c1[nH]cnc1C(=O)NCC(=O)OCc1ccccc1,-5,20,-2,-0.4,6,99,-0.3,0,0,-11
O=C(O)c1cnn(-c2nc(-c3cccc([N+](=O)[O-])c3)cs2)c1C(F)(F)F,-4,0,-5,-0.1,-6,107,0.0,-7,1,-2
CCCCc1ccc(NC(=S)NCCN2CCOCC2)cc1,-6,-1,0,0.7,22,111,-0.3,-1,-1,-6
